# PLAP act – PLAP enzyme activators, biochemical, luminescence, HTS; Alkaline phosphatase, placental type (Homo sapiens), P05187; purified PLAP enzyme, luminescent substrate read-out; stronger effect = higher value; activation fold at 20 µM; 1.2% of 96,000 active; AID 696, 2007; in the data active means activation fold above about 2
# Target sequence (P05187 whole entry, looked up): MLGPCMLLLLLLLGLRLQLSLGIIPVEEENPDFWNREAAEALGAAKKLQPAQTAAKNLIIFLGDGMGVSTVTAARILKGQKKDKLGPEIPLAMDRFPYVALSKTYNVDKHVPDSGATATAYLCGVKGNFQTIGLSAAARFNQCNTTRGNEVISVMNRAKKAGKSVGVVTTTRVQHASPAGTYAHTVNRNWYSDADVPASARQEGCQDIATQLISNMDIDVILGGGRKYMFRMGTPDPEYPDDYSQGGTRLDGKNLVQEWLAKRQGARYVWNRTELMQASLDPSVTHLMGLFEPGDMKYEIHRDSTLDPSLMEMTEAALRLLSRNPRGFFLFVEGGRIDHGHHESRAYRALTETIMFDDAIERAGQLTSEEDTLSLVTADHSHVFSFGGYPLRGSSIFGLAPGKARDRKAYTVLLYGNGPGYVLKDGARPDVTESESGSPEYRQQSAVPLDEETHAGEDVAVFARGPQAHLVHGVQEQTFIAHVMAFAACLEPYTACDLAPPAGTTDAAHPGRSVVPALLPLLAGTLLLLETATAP
# CYP2C9 act – human CYP2C9 activators, primary screen, biochemical, luminescence. recombinant CYP2C9, luciferin-H conversion; stronger effect = higher value; factor 1 = untreated enzyme, 0 = blocked. activation factor at 5 µM. AID 1024, 2008. Cytochrome P450 2C9 (Homo sapiens), P11712. 1.4% of 96,000 active;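 active means activation factor of 2 or more for CYP2C9 at a 5 µM dose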;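 further: 0 = sulfaphenazole-blocked wells and 1 = vehicle-only wells; values of inactives mirror those of a sister screen read the other way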
# EphB4 ephrin blk – EphB4-ephrin-B2 interaction antagonists, primary screen, biochemical, TNYL-RAW peptide probe, fluorescence polarization; Ephrin type-B receptor 4 (Homo sapiens), P54760; EphB4 LBD / TNYL-RAW-Alexa532 peptide; inhibition, % at 7 µM; 0.15% of 97,000 active;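 active means inhibition above the screen-wide mean inhibition plus 3 SD, cut at about 15% in these data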;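 further: 0% = DMSO wells and 100% = excess unlabeled TNYL-RAW peptide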
# CYP2C19 inh – blockers of cytochrome P450 2C19 activity – biochemical, luminescence, ADME assay, primary screen; P33261; CYP2C19 Supersomes, luciferin-H EGE luminescence, 30 min; inhibition, % at 5 µM; 21% of 96,000 active;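 active means CYP2C19 inhibition above a set limit at 5 µM in the primary screen, cut at about 50% in these data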;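 further: plate controls were negative control wells for no effect and 2.5 mM tranylcypromine positive control for full effect; values of inactives mirror those of a sister screen read the other way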
# HIV Rev-RRE inh – HIV-1 Rev-RRE binding inhibitors, primary screen, biochemical, FRET, protein-RNA interaction; P05866; Rev peptide-RRE RNA binding; inhibition, % at 8 µM; 0.79% of 97,000 active; AID 704, 2007;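 active means inhibition above the screen-wide mean plus 3 SD, cut at about 35% in these data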;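 further: 0% = median DMSO wells and 100% = median Neomycin B control wells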
# Target sequence (P05866 whole entry, looked up): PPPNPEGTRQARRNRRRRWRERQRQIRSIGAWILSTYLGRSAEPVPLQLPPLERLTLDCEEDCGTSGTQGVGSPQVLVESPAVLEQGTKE
#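 Test system – labelled RRE RNA duplex and labelled Rev peptide · Signal – fluorescein-to-Cy5 FRET, 480 nm excitation · Evaluation – % inhibition of FRET ratio versus controls · Benchmarks – DMSO low control, neomycin B high control · Incubation – 5 min RNA-compound premix plus 15 min binding step, 25 °C · Medium – HEPES pH 7.5 salt buffer with EDTA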
# CYP2C19 activ – human CYP2C19 activators, primary screen, biochemical, luminescence; recombinant CYP2C19, luciferin-H EGE luminescence; stronger effect = higher value; 0 = fully inhibited enzyme, 1 = untreated enzyme; activation factor at 5 µM; 96,000 tested, under 10 active; AID 1025, 2008;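 active means activation factor of at least 2 at 5 µM in the primary screen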;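 further: 0 = wells with 2.5 mM tranylcypromine and 1 = vehicle-only wells; values of inactives mirror those of a sister screen read the other way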
# Plk1 PBD FP – Plk1 polo box domain binding inhibitors, primary screen, biochemical, fluorescence polarization | 0.13% of 97,000 active | AID 693, 2007 | Plk1 PBD phosphopeptide binding | inhibition, %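 (tested at about 20 µM)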 | Serine/threonine-protein kinase PLK1 (Homo sapiens), P53350; in the data active means inhibition above about 34%, passing the limit was not always enough
# PLK1 kinase inh – human PLK1 kinase inhibitors, primary screen, biochemical, TR-FRET; AID 619, 2007; 0.53% of 97,000 active; inhibition, % at 10 µM; recombinant PLK1 kinase, TR-FRET peptide phosphorylation; Serine/threonine-protein kinase PLK1 (Homo sapiens), P53350;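 active means inhibition of 50% or more in the single-concentration screen; inactive means inhibition below 50%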;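 further: 0% = DMSO max control and 100% = H-89 dihydrochloride min control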
# CYP2C9 inhib – blockers of cytochrome P450 2C9 activity – biochemical, luminescence, ADME assay, primary screen; 20% of 96,000 active; P11712; AID 777, 2007; inhibition, % at 5 µM; CYP2C9 Supersomes, luciferin-H conversion;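 active means blocking of liver enzyme CYP2C9 beyond about 50% at 5 µM, limit read from the data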; further: values of inactives mirror those of a sister screen read the other way
# * hit, by the source's call; / = no result given.
SMILES,PLAP act,CYP2C9 act,EphB4 ephrin blk,CYP2C19 inh,HIV Rev-RRE inh,CYP2C19 activ,Plk1 PBD FP,PLK1 kinase inh,CYP2C9 inhib
CN(C)C(=O)c1cn(-c2ccccc2)c(=O)c2ccccc12,1,1.1,-5.3,-16.9,4.5,1.2,14.8,-6.8,-14.8
CCc1nnc(NC(=O)c2ccc(COc3ccccc3)o2)s1,0.8,0.7,1.6,5.8,5.2,0.9,-12.0,-2.8,34.6
c1cc(CNCCCN2CCOCC2)ccn1,1,1,-3.1,1.7,4.9,1,-0.4,-7.0,-3.6
Cc1ccccc1NC(=O)c1cc(=O)c2ccccc2o1,1.1,1,2.2,25.2,8.7,0.7,-0.8,6.2,-3.8
O=C(NCC1COc2ccccc2O1)c1ccc(NC(=O)C2CCCO2)cc1 (stereo unspecified),0.9,1,/,6.3,/,0.9,/,/,4.9
COc1ccc(OC)c(S(=O)(=O)NCc2ccccc2)c1,1,1.2,-7.7,95.9*,2.8,0,1.2,-10.3,-16.4
CC1CCC2(CC1)NC(=O)N(CC(=O)c1ccc[nH]1)C2=O (stereo unspecified),1,1.1,-1.8,-14.9,4.7,1.1,-17.4,-8.2,-6.6
COc1ccc(-c2nc3c(Br)c(N)c(Br)cc3o2)cc1,/,/,4.4,/,4.1,/,-24.4,-5.4,/
CC(=O)N1CCC2(CC1)C(C#N)=C(N)Oc1n[nH]c(C)c12,0.8,1.2,/,-10.5,/,1.1,/,/,-20.6
Cc1nc2nc(C)n(-c3ccccc3)c2s1,0.8,1,-4.1,-1.1,4.4,1,8.9,-9.1,2.0
COc1ccc(CN2C(=O)CCC2(C)C(=O)NC2CCCCCC2)cc1 (stereo unspecified),1.1,1,1.0,3.0,5.4,1,-3.9,-15.5,-4.2
O=C1CCCN1C(=O)CCC(=O)N1CCCC1=O,1,1.1,-5.8,-8.2,1.9,1.1,-1.4,-6.6,-9.1
CC(=O)N(c1ccccc1)C1SC(=O)N(c2ccccc2)C1=O (stereo unspecified),0.9,0.9,-1.3,41.3,1.6,0.6,20.7,-10.9,8.6
Cc1cc2oc(=O)cc(CN3CCN(C/C=C/c4ccccc4)CC3)c2cc1O,1.7,0.2,0.3,45.3,10.0,0.5,-5.3,-6.3,83.9*
CN(CC(=O)N1CCCc2c1c(=O)oc1ccc(O)cc21)Cc1ccccc1,1.3,0.3,-1.5,96.1*,-2.0,0,2.1,-16.9,66.7*
CCn1c(CNC(=O)c2cccs2)nnc1SCC(=O)Nc1cc(Cl)ccc1C,0.8,1,-8.9,0.6,6.0,1,0.3,-7.9,0.4
COc1cc(CC(=O)NCCc2ccc(OCc3ccccc3)cc2)c([N+](=O)[O-])cc1OC,1.1,0.5,4.4,61.0*,9.9,0.4,-7.9,8.1,48.8
Cc1cc(C)nc(N2CCCC(C(=O)Nc3ccc4c(c3)OCCO4)C2)n1 (stereo unspecified),1,1.1,-7.0,18.3,4.0,0.8,-2.7,-9.7,-8.7
O=C(CCC1N=C2c3ccccc3N=C(SCc3ccc(Cl)cc3)N2C1=O)NCc1ccco1 (stereo unspecified),1.3,0.2,-3.4,35.5,2.2,0.6,-7.2,-0.1,76.6*
COc1ccc(OC)c(NC(=O)CNC(=O)c2cccs2)c1,0.9,0.8,-1.3,53.6*,10.6,0.5,-11.1,-3.2,18.7
CCSc1nnc(NC(=O)c2ccc3ccccc3n2)s1,1.1,0.5,-7.8,23.3,3.7,0.8,-11.9,-11.1,45.5
COC(=O)c1ccc(Cl)c(NC(=O)CN(c2ccc3c(c2)OCO3)S(C)(=O)=O)c1,0.8,0.1,1.7,89.7*,8.6,0.1,4.6,-16.8,86.8*
CC1CCCCN1S(=O)(=O)c1ccc(NC(=O)c2cccs2)cc1 (stereo unspecified),0.4,0.3,3.9,56.3*,9.4,0.4,-19.4,-9.3,74.4*
CCOc1ccc(S(=O)(=O)NCCC(=O)OC(C)C(=O)N2CCc3ccccc32)cc1 (stereo unspecified),1.5,2.1*,-1.7,50.3*,6.2,0.5,9.1,-1.0,-113.9
O=C(CC(c1ccccc1)c1ccccc1O)N1CCCC1 (stereo unspecified),1.2,1,-2.5,35.3,-1.5,0.6,17.1,-5.3,3.2
Cc1csc(-c2coc3cc(O)cc(C)c3c2=O)n1,0.9,0.8,-0.3,12.5,0.5,0.9,-12.1,-3.0,18.0
Cc1nc2ccccc2n1CCCOc1ccccc1,/,/,5.1,/,9.8,/,0.9,-6.0,/
O=c1c([N+](=O)[O-])c(N2CCCCCC2)c2ccccc2n1-c1ccccc1,0.9,0.9,-4.7,0.2,7.3,1,-4.6,-12.4,7.4
Cc1nn(-c2ccccc2)c(Cl)c1C(=O)Nc1nnc(C2CCCCC2)s1,1.1,0.8,-8.9,11.4,-3.5,0.9,1.0,-23.3,16.6
COc1cc(NC(=O)C2CCCN(S(=O)(=O)c3ccc4c(c3)oc(=O)n4C)C2)cc(OC)c1 (stereo unspecified),0.9,0.9,-2.8,14.5,-7.9,0.9,-6.1,-22.6,7.8
Cc1noc(C)c1COc1ccc(C(=O)OCC(=O)NC23CC4CC(CC(C4)C2)C3)cc1,1.5,0.5,6.9,26.0,6.6,0.7,-2.3,-9.2,45.3
O=C(c1ccccc1Oc1ccccc1)N1CCN(c2ccccc2)CC1,1.7,0,-3.5,95.9*,7.7,0,-32.8,-8.6,97.7*
O=C(Nc1ccc(Cc2ccncc2)cc1)C1CCC(N2C(=O)C3C4C=CC(C4)C3C2=O)CC1 (stereo unspecified),2.1*,0,3.0,95.7*,5.8,0,-40.2,-3.5,95.4*
CCN(CC)c1ncnc2scc(C3COc4ccccc4O3)c12 (stereo unspecified),/,/,-4.1,/,11.6,/,16.8,-14.2,/
CCN1CCCC(NC(=O)c2scc3c2CCCC3)C1 (stereo unspecified),0.8,1,-0.9,3.4,-0.9,1,29.9,-1.0,1.7
O=C(NCCN1CCOCC1)Nc1ccc(Cl)cc1Cl,0.9,1.1,-0.2,5.5,7.8,0.9,-16.2,-3.1,-6.0
O=S(=O)(c1ccc(OCC(O)CN2CCN(c3ccccc3)CC2)cc1)N1CCOCC1 (stereo unspecified),1.4,0.7,-1.8,64.2*,0.8,0.4,-10.4,-18.9,33.7
O=C(NN=C1CCCC1)C(=O)Nc1cccc(C(F)(F)F)c1,1.3,1.2,-2.3,3.4,0.0,1,9.3,-3.1,-22.3
CCOC(=O)Nc1ccc(S(=O)(=O)NCc2ccccc2)cc1,1.1,0.9,1.0,19.1,-0.6,0.8,5.7,9.3,7.1
Cc1nn(Cc2ccc(Cl)c(Cl)c2)c(C)c1NC(=O)c1sc2ccccc2c1Cl,1.6,0.1,3.0,69.7*,6.5,0.3,-5.0,-6.8,86.7*

# Compound profiles (already shown).
# `Cc1nn(Cc2ccc(Cl)c(Cl)c2)c(C)c1NC(=O)c1sc2ccccc2c1Cl` is listed with PLAP act = 1.6; CYP2C9 act = 0.1; EphB4 ephrin blk = 3.0; CYP2C19 inh = 69.7*; HIV Rev-RRE inh = 6.5; CYP2C19 activ = 0.3; Plk1 PBD FP = -5.0; PLK1 kinase inh = -6.8; CYP2C9 inhib = 86.7*
# `CCOC(=O)Nc1ccc(S(=O)(=O)NCc2ccccc2)cc1` is listed with PLAP act = 1.1; CYP2C9 act = 0.9; EphB4 ephrin blk = 1.0; CYP2C19 inh = 19.1; HIV Rev-RRE inh = -0.6; CYP2C19 activ = 0.8; Plk1 PBD FP = 5.7; PLK1 kinase inh = 9.3; CYP2C9 inhib = 7.1

# (next part)
SMILES,PLAP act,CYP2C9 act,EphB4 ephrin blk,CYP2C19 inh,HIV Rev-RRE inh,CYP2C19 activ,Plk1 PBD FP,PLK1 kinase inh,CYP2C9 inhib
CC12CC(NC(=O)N1CCc1ccccc1)c1cc(Cl)ccc1O2 (stereo unspecified),/,/,6.7,/,15.1,/,-2.0,-7.3,/
Cc1cccc(Oc2cnn(C(C)(C)C)c(=O)c2Cl)c1,/,/,1.1,/,6.1,/,-5.6,-5.0,/
O=C1CC(C(F)(F)C(F)(F)C(F)(F)C(F)(F)F)=Nc2ccccc2N1,1,0.9,-0.2,35.1,6.8,0.6,5.5,1.9,9.0
CC(C)Sc1nnc(NC(=O)C2CC2)s1,1.2,1.1,/,6.3,/,0.9,/,/,-12.5
COc1ccc2c(c1)c1ncn(CCN3CCCC3)c(=O)c1n2C,1.3,0.9,-6.0,-13.9,5.5,1.1,29.6,-17.4,10.8
Cc1cc(NC(=O)COc2cccc3cccnc23)no1,/,/,-3.8,/,18.9,/,-9.6,-0.5,/
COC(CCN(C)C)(c1ccccc1)c1ccccc1,0.9,1,-1.0,1.0,-3.4,1,-14.5,-6.6,-2.1
CCC(C)(C)n1nnnc1C(c1cc2cc(C)ccc2[nH]c1=O)N1CCCC1 (stereo unspecified),1.2,0.8,4.8,0.8,17.1,1,10.0,-18.2,16.6
CCCCNC(=O)CCCn1c(=S)[nH]c2cc3c(cc2c1=O)OCO3,1.1,0.4,3.3,14.9,8.7,0.9,-1.4,1.0,59.1*
Cc1ccc(-c2nc(=S)c3c(n2CC2CCCO2)CC(C)(C)OC3)cc1 (stereo unspecified),1.1,1.1,-5.5,-20.9,2.2,1.2,10.5,-4.1,-13.6
O=C(CC1CCCCC1)c1c(O)c2ccccc2oc1=O,0.9,0.7,-5.7,-6.5,0.3,1.1,24.3,-7.9,27.5
COc1ccc2[nH]cc(C(=O)CN3CCN(C/C=C/c4ccccc4)CC3)c2c1,1.7,0.6,1.7,1.8,9.7,1,0.0,-2.5,36.3
O=C(/C=C/c1ccccc1)N1CCN(c2cccc(Cl)n2)CC1,1,0.5,8.7,25.3,6.1,0.7,-23.1,-10.0,45.5
CCOC(=O)NNC1CC(=O)N(c2ccc(OC)cc2)C1=O (stereo unspecified),1,0.9,3.0,-3.2,2.9,1,12.6,-1.6,6.3

# 4 records drawn at random from the list so far, as already listed:
SMILES,PLAP act,CYP2C9 act,EphB4 ephrin blk,CYP2C19 inh,HIV Rev-RRE inh,CYP2C19 activ,Plk1 PBD FP,PLK1 kinase inh,CYP2C9 inhib
O=C(/C=C/c1ccccc1)N1CCN(c2cccc(Cl)n2)CC1,1,0.5,8.7,25.3,6.1,0.7,-23.1,-10.0,45.5
O=C(CC1CCCCC1)c1c(O)c2ccccc2oc1=O,0.9,0.7,-5.7,-6.5,0.3,1.1,24.3,-7.9,27.5
CC(C)Sc1nnc(NC(=O)C2CC2)s1,1.2,1.1,/,6.3,/,0.9,/,/,-12.5
Cc1cccc(Oc2cnn(C(C)(C)C)c(=O)c2Cl)c1,/,/,1.1,/,6.1,/,-5.6,-5.0,/

# Source: PubChem (several laboratories)
